# FEN1 inh = human FEN1 inhibition; Recombinant FEN1 flap cleavage, fluorescence, 15 min; Potency, µM (highest dose often 114 µM), without a hit: at the highest dose activity change, negative = inhibition, actives largely listed as inhibitors; 390,000 compounds, 0.35% hits; note: nearly all actives have a fitted effect of over 65% in size
# Target sequence (P39748 whole entry, looked up): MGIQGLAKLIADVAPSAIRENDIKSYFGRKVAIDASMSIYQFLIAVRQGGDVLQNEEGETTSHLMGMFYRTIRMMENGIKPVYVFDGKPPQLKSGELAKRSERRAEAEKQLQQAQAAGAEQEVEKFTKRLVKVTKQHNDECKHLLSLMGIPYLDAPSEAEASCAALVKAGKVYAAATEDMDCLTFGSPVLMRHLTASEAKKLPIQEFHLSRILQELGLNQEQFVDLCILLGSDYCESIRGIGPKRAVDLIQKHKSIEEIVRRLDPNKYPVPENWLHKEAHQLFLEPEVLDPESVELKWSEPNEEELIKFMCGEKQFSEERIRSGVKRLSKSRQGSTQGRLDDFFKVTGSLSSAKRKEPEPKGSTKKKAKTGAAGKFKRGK
#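 Nuclease activity of 10 nM FEN1 was measured after 15 min of room-temperature exposure to titrated compounds, by adding 50 nM flap substrate and reading plates at 0 and 15 min.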
# N370S GC mod = inhibits or activates N370S mutant glucocerebrosidase | N370S GC spleen homogenate, 4MU-glucoside fluorescence | Potency, µM (top dose mostly 59.4 µM), for the others: at the highest dose activity change, negative = inhibition, actives largely listed as inhibitors | P04062 | 330,000 compounds, 0.092% hits | AID 2101;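 note: 0% = full enzyme activity and -100% = no enzyme basal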
# DT40 TDP1 CPT = growth inhibition of DT40 Tdp1-/-;hTDP1 cells with camptothecin (screen for TDP1 inhibitors). AID 686979. chicken DT40 Tdp1-/-;hTDP1 cells + 20 nM CPT, ATP luminescence, 48 h. Potency, µM (top dose mostly 46.2 µM), inactives show at the highest dose activity change, negative = growth inhibition, hits mostly inhibitors. 420,000 compounds, 12% hits; note: nearly all actives have a fitted effect of over 55% in size
#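 Cell growth measured by CellTiter-Glo luminescence after a minimum 48 h, 37 C compound exposure with 20 nM CPT in Tdp1-knockout DT40 cells stably expressing hTDP1, seeded 400/well; qHTS titration format.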
# Numbers without * were called inactive; ? = inconclusive; . = not tested or not shown; & = joins results of further samples; [ ] = remark or other dose. Calls come from the whole dose curve; as a rule, active = well fitted curve in the direction sought with a large enough effect; inconclusive = small, poorly fitted or top-dose-only effect, or another doubt; inactive = no such curve, though single readings can be large; an effect the other way counts as inactive or inconclusive. Unless noted, % is set by controls: 0 for no effect and ±100 for the full control effect; potency is the fitted concentration of half-maximal effect. An excerpt (hit frequency here may not be typical).
Structure | FEN1 inh | N370S GC mod | DT40 TDP1 CPT
CC1CCCC(C)N1C(=O)COC(=O)CCC(=O)c1ccc(F)cc1 (stereo unspecified) | -14% | . | -29%
COc1cc(OC)c(NC(=O)C(NS(=O)(=O)c2cccc3nsnc23)c2ccccc2)cc1Cl (stereo unspecified) | 0% | . | ?
CCN(CC(=O)NCc1cccs1)C(=O)Cc1ccc(Cl)c(Cl)c1 | 0% | . | ?
CC(C)CC(NC(=O)C(NC(=O)OC(C)(C)C)C(C)C)C(N)=O (stereo unspecified) | -8% | 8% | 16%
O=C(CCNC(=O)c1ccc([N+](=O)[O-])cc1)Nc1ccc(F)cc1 | 9% | -7% | 4%
Cn1ccc(=NC=C(C#N)C#N)c2ccccc21 | 7% | -7% | ?
N#Cc1cc(-c2ccccc2)oc1NC(=O)c1ccco1 | 2% | -7% | -27%
CCCn1nnc(NC(=S)NC(=O)c2cccs2)n1 | 3% | 6% | 21µM*
Cc1ccc(NC(=O)Cn2c(=O)cnc3ccccc32)cc1S(=O)(=O)N1CCCCC1 | 10% | . | ?
CCCCCCCCCCCC(=O)NC1CCS(=O)(=O)C1 (stereo unspecified) | 0% | ? | ?
O=C(CCN1C(=O)C2C3C=CC(C3)C2C1=O)Nc1ccc2c(c1)OCO2 (stereo unspecified) | -5% | -4% | -7%
Cc1c(N(C)C(=O)c2ccc3c(c2)OCO3)c(=O)n(-c2ccccc2)n1C | 1% | 9% | -4%
O=C(Nc1ccc(OCc2ccccc2)cc1)c1cccc([N+](=O)[O-])c1 | -2% | 13% | ?
NC1=NC(=O)C(c2ccccc2)(c2ccccc2)S1 | 0% | . | -3%
Nc1cccc(-c2cn3cccnc3n2)c1 | 1% | -23% | 21µM*
Cc1ccc(NC(=O)CCNS(=O)(=O)c2cccs2)cc1F | 2%&1% | 2% | -2%&-4%
CN1CCc2c(sc3nc(NCCO)n(-c4cccc(Cl)c4)c(=O)c23)C1 | 17% | 18% | 7%
C[C@@H]1CN([C@H](C)CO)C(=O)c2cc(NC(=O)C3CCCCC3)ccc2O[C@@H]1CN(C)Cc1ccc(C(F)(F)F)cc1 | -12% | . | ?
Cc1cccc(C)c1Nc1nnc(SCC(=O)Nc2ncc(C(F)(F)F)cc2Cl)s1 | -8% | -2% | 2.1µM*
CCCCCn1c(-c2ccc(OC)c(OC)c2)nc2ccccc21 | -2% | . | ?
CCCSc1nc(C)cc(C)c1C(N)=O | -6% | 10% | 5%
COc1ccc(CC(=O)Nc2cc(C)on2)cc1 | 13% | 2% | -2%
CCOC(=O)c1[nH]c2ccccc2c1NC(=O)c1ccc(OC)c(OC)c1 | 12% | . | ?
O=C(COC(=O)CNC(=O)c1cccs1)Nc1ccccc1C(F)(F)F | 9% | -1% | 1%

# The closing five entries of the section before open the next one.
Structure | FEN1 inh | N370S GC mod | DT40 TDP1 CPT
CCCCCn1c(-c2ccc(OC)c(OC)c2)nc2ccccc21 | -2% | . | ?
CCCSc1nc(C)cc(C)c1C(N)=O | -6% | 10% | 5%
COc1ccc(CC(=O)Nc2cc(C)on2)cc1 | 13% | 2% | -2%
CCOC(=O)c1[nH]c2ccccc2c1NC(=O)c1ccc(OC)c(OC)c1 | 12% | . | ?
O=C(COC(=O)CNC(=O)c1cccs1)Nc1ccccc1C(F)(F)F | 9% | -1% | 1%
C[C@H]1COC(=O)[C@H](Cc2ccc(F)cc2)C/C=C\C[C@@H](CC(=O)NCCO)C(=O)N1 | 12% | . | -22%
O=C(C1=C(O)C(=O)N(CCN2CCOCC2)C1c1cccc(Br)c1)c1cc2ccccc2o1 (stereo unspecified) | 1% | -5% | 6%
CCOc1ccc2cc(/C=C/C(=O)c3ccco3)c(Cl)nc2c1 | -16% | -21% | ?
O=C(COc1ccc2ccccc2c1)NC1CC1 | -2% | 2% | ?
CCOc1ccc(S(=O)(=O)N2CCN(Cc3ccccc3)CC2)c2cccnc12 | -4% | 4% | -27%
CCOC(=O)c1c(C)c(-c2ccccc2)n(CC(=O)Nc2ccc(OCC)cc2)c1C | 3% | . | -3%
Cc1cc(C)n(CC2CC(=O)N(c3ccc(F)c(Cl)c3)C2=O)n1 (stereo unspecified) | -3% | -3% | 0%
CNCc1sccc1C | 0% | 3% | 1%
Cc1cc(Cl)c(S(=O)(=O)Nc2ccc(Cl)cn2)cc1OCC(N)=O | -1% | 5% | -4%
COc1ccc(OCCN2CCN(C(=O)c3ccc(OC)cc3)CC2)cc1 | -1% | -5% | -4%
Cn1cc(S(=O)(=O)Nc2ccc(F)cc2F)c(=O)n(C)c1=O | 18% | -13% | 1%
Cc1nc(C)c(C(=O)NCCC(c2ccccc2)c2ccccc2)o1 | 2% | -2% | ?
CCOC(=O)N1CCC(NC(=O)c2cc(C)c3c(C)nn(-c4ccccc4)c3n2)CC1 | 0% | 2% | -9%
Cc1cc(NC(=O)C(C)Sc2nnc(NCc3ccco3)s2)no1 (stereo unspecified) | 2% | . | -20%
COc1ccccc1-c1c(C(F)(F)F)oc2c(CN(C)C)c(O)ccc2c1=O | 0% | -8% | 3%
CCN(CC)C(=O)[C@H]1CC(CC(=O)NCCCN(C)C)C(=O)N2CCc3c([nH]c4ccc(OC)cc34)[C@]12C (stereo partly specified) | -15% | . | -4%
CCC1Sc2ccc(S(=O)(=O)N3CCN(c4ccccc4)CC3)cc2NC1=O (stereo unspecified) | ? | -2% | 15µM*
COC(=O)C1=C(c2ccc(OC)cc2)OC(=O)C1(C)C | 9% | 0% | -16%
Cc1ccc(S(=O)(=O)N2CCN(C(=O)CC(C)(C)C)CC2)cc1 | -6% | 0% | 8%
O=C(NN=C1CCCCC1)c1cc(-c2ccccc2)n[nH]1 | -2% | 5% | 6%
CCc1nnc(NC(=O)CCC(=O)N2CCN(c3ccccn3)CC2)s1 | 0% | -3% | 5%
CCOC(=O)c1c(NS(=O)(=O)c2cccc(OC)c2)sc2c1CCC2 | -5% | -7% | -27%
O=C(c1cc(F)c(F)cc1Cl)N1CCN(c2ccc([N+](=O)[O-])c3ncccc23)CC1 | -4% | -7% | -12%
O=C(NC12CC3CC(CC(C3)C1)C2)C1=COCCO1 | 1% | 2% | -3%
CCCCOc1ccc(N(CC(=O)NC(C)C)C(=O)CCC(=O)Nc2ccccn2)cc1 | 2% | -8% | 10%
CC(C)NCC(O)COc1c(F)cc(Br)cc1F (stereo unspecified) | -7% | 5% | -12%
c1ccc2c(c1)CC1(CCCCC1)n1nnnc1-2 | 5% | -15% | 15µM*
CN(C)S(=O)(=O)c1ccc(NC(=O)CCNC(=O)c2ccco2)cc1 | -3% | -7% | 0%
CN(C)C(CNC(=O)C1CCN(S(=O)(=O)c2cccc(C(F)(F)F)c2)CC1)c1ccccc1 (stereo unspecified) | -15% | -21% | -18%
COc1ccc(CNC(=O)COc2cc3c(c4oc(=O)cc(C)c24)CCC(C)(C)O3)cc1 | 0% | 27% | ?
Nc1c(Br)c(=O)[nH]c(=O)n1-c1ccc(F)cc1 | -1% | -22% | -99%
CC(C)Cn1nc(NS(=O)(=O)c2cccc3nonc23)c2cc3ccccc3nc21 | -6% | 2% | -15%
Cc1ccc(CNC(=O)C2CCC(CNc3nc(=S)[nH]c4ccccc34)CC2)cc1 (stereo unspecified) | 2% | -2% | ?
CCOC(=O)Cn1c(=NC(=O)C(C)C)sc2c(C)cc(C)cc21 | -18% | -7% | ?
O=C(NCCCCc1ccccc1)c1ccccc1Br | -14% | . | 1%
CCOC(=O)N1C2=NC(C(=O)OC)=C(C(=O)OC)[C@@H]3N(Cc4ccccc4)c4ccccc4[C@]23C[C@H]1C(=O)OC | 14% | -13%[12.8 µM] | 18µM*
COc1ccc(C(=O)N2CCN(Cc3nc(CC4CC4)no3)CC2)cc1 | -6% | -2% | -14%
CCC(=O)NC1(C(F)(F)F)C(=O)NC(C)=C1C#N (stereo unspecified) | -1% | 5% | 0%
Cc1ccc(NC(=O)CS(=O)CC(=O)N(C2CCCC2)C(C)C(=O)NC2CCCCC2)cc1 (stereo unspecified) | -7% | 7% | -24%
CC1CCC(n2c(=S)[nH]c3ccccc3c2=O)CC1 (stereo unspecified) | -14% | 11% | -10%
O=C(CN1CCC(NC(=O)C2CC2)CC1)Nc1cccc(F)c1 | 0% | -4% | 18%
COc1ccc(C)cc1S(=O)(=O)N(CC(=O)Nc1ccc2c(c1)OCCO2)Cc1ccccc1 | -9% | 2% | 10µM*
Cc1ccc(CO/N=C/C2=C(Cl)c3ccccc3CC2)cc1 | 10% | 9% | -28%
O=C1CCC([N+](=O)[O-])C(C2CC=CCC2)N1 (stereo unspecified) | -11% | . | 16%
CCN(c1ccccc1)S(=O)(=O)c1ccc2c(c1)OCCO2 | -15% | . | 16µM*
CCOc1ccc(C(=O)NCC(=O)Nc2ccc3c(c2)OCO3)cc1OCC | -5% | 5% | -1%
CSc1cc(C)nc(NC(C)=O)n1 | -7% | -12% | -2%
O=C1CN(C(=O)COC(=O)c2cnc(Cl)c(Cl)c2)c2ccccc2N1 | 19% | 5% | 8%
CCOc1ccc(-c2noc(-c3cccnc3)n2)cc1OCC | 4% | 1% | -7%
CCCN1CCN(CCCNC(=O)CCn2nc(-c3ccccc3)ccc2=O)CC1 | -8% | -5% | -5%
CNc1ccc(C=O)cc1Br | 2% | . | -6%
CC(C)c1ccc(C(=O)Nc2nnc(S(=O)(=O)N3CCCCC3)s2)cc1 | 10% | 0% | -13%
Cc1nn(C)c(C)c1CN(C)C(=O)CCCC(=O)O | 0% | -6% | -15%
O=C1NC(=S)S/C1=C/c1ccc(N2CCOCC2)o1 | 45µM* | 27% | ?
Cc1ccc(Cn2cc(-c3ccccc3)nn2)cc1 | 15% | -11% | ?
CC1CCC(NS(=O)(=O)c2ccc(Cl)nc2)CC1 (stereo unspecified) | -1% | -3% | -5%
O=C(CSc1nnc2ccc(-c3cccnc3)nn12)Nc1ccccc1 | -4% | 2% | 11%
CCc1ccc(N(CC(=O)NCc2ccco2)C(=O)CCC(=O)Nc2nccs2)cc1 | 0% | -5% | -7%
CCOC(=O)Cc1c(C)[nH]c(=S)[nH]c1=O | 4% | -2% | -4%
CCNC(=S)N1CCN(Cc2ccccc2)CC1 | 1% | -1% | -18%

# The list goes on:
Structure | FEN1 inh | N370S GC mod | DT40 TDP1 CPT
CCC1=C(OC(=O)N(CC)CC)N2C(=O)OC(=NCC3CC3)[C@]2(Cc2ccccc2)[C@H]2C1=CC[C@H]1C(=O)NC(=O)[C@H]12 | 1% | -24%&7% | -27%
CN1C2CCC1/C(=C\c1ccccc1F)C(=O)/C2=C/c1ccccc1F | 2% | 2% | ?
CCOc1ccc2nc(-c3cc(NC(C)=O)ccc3O)sc2c1 | 2% | -5% | -26%
CCOC(=O)C1=C(C)N=c2s/c(=C3\C(=O)Nc4ccccc43)c(=O)n2C1c1ccc2c(c1)OCO2 (stereo unspecified) | 1% | -15% | ?
Cc1ccc(-c2nc3cccnc3o2)cc1NC(=O)COc1ccc(C(C)(C)C)cc1 | ? | 19% | 15µM*
Cc1ccnc2nc(C(=O)OCC(=O)Nc3ccc4c(c3)OC(F)(F)O4)nn12 | 7% | 2% | -15%
CC(C(=O)N1CCCCC1)N1CCN(S(=O)(=O)c2ccc(Cl)cc2)CC1 (stereo unspecified) | 3% | . | 0%
O=C(CCCOc1ccc(Cl)cc1)Nc1nncs1 | -3% | 7% | -11%
CNC(=O)NC(=O)COC(=O)c1ccc(-n2c(C)ccc2C)cc1 | -2% | -4% | ?
CC(C)C[C@@H]1CN=C(N)N1C[C@@H]1CCCN1C[C@H](C)N1C[C@@H](Cc2ccccc2)N(CCc2ccc(Cl)c(Cl)c2)C1=N | -23% | . | 18µM*
COc1ccc(Cl)cc1NC(=O)C1CCCN(S(C)(=O)=O)C1 (stereo unspecified) | 8% | -12% | -8%
CCN(CC)C(=O)c1ccc(CS(=O)(=O)Cc2ccccc2)cc1 | -3% | 1% | 1%
COc1ccc(S(=O)(=O)Nc2nc3ccccc3s2)cc1 | 10% | -11% | -1%
Cc1cccc(NC(=O)CSc2cccc3cccnc23)c1 | 5% | 16% | ?
NC(=O)C[n+]1ccc(/C=N/O)cc1 | -12% | -13% | 1%
C=CCNCCOCCOc1ccc(C)cc1[N+](=O)[O-] | 1% | -6% | -20%
CCC(=O)N1CCc2cc(CNC(=O)c3cccc(N(C)C)c3)ccc21 | -3% | . | -7%
Nc1nc(CN2CCN(c3ccccc3F)CC2)nc(Nc2ccc3c(c2)OCCO3)n1 | -6% | 2% | ?
COc1ccc(NC(=O)CN2CCCN(S(=O)(=O)c3ccc(F)cc3)CC2)cc1 | 3% | 3% | -12%

# 3 entries out of the list, arranged by count of non-hydrogen atoms, low to high:
Structure | FEN1 inh | N370S GC mod | DT40 TDP1 CPT
NC(=O)C[n+]1ccc(/C=N/O)cc1 | -12% | -13% | 1%
C=CCNCCOCCOc1ccc(C)cc1[N+](=O)[O-] | 1% | -6% | -20%
CCC(=O)N1CCc2cc(CNC(=O)c3cccc(N(C)C)c3)ccc21 | -3% | . | -7%

# From PubChem
